# AddAB inh – less growth of phage-infected E. coli with AddAB. 330,000 compounds, 0.29% hits. AID 435030. inhibition, % at 11.9 µM. E. coli expressing H. pylori AddAB, absorbance growth; in the data active means inhibition above about 12%;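 further: 0% = vehicle wells of infected cells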
# E coli growth – reduces bacterial viability in AddAB counter-screen; 330,000 compounds, 0.27% hits; E. coli V3065 growth, OD600 absorbance, 18 h; inhibition, % at 11.9 µM;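 active means inhibition above the campaign's mean inhibition across all tested compounds plus 3 SD, cut at about 9.9% in these data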;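 further: uninfected addAB+ strain grown without phage in ampicillin broth; 0% = DMSO wells and 100% = ciprofloxacin 0.95 µg/ml wells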
# PfHsp90 set2 – inhibits growth of yeast expressing Plasmodium falciparum Hsp90; S. cerevisiae expressing PfHsp90, BacTiter-Glo ATP, 48 h; yeast lacking PDR1 and PDR3 efflux regulators; inhibition, % at 9.4 µM; 310,000 compounds, 0.32% hits;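 active means every replicate shows inhibition above about 80%, whatever the replicate mean, limit read from the data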;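 further: 0% = DMSO neutral controls and 100% = 20 µM radicicol positive controls; yeast relying on Plasmodium falciparum Hsp90 in place of its own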
# phage Ecoli inh – E. coli growth loss with phage present | growth absorbance | inhibition, % at 11.9 µM | 360,000 compounds, 0.26% hits | AID 651602; in the data active means inhibition above about 11%
# PKA-R2B activ – activates the human PKA-R2B holoenzyme complex. 340,000 compounds, 0.079% hits. P22694+P31323. activation, % at 11.4 µM. PKA-R2B holoenzyme dissociation, Cy5-IP20 fluorescence polarization; R2B truncated from residue 108, S112A mutant; 0% DMSO only, 100% 113 µM cGMP;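 active means activation above a cutoff set at the mean over all compounds plus 3 SD, cut at about 18% in these data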;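 further: higher means more holoenzyme dissociation and a rise in polarization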
# Target sequence (P31323 whole entry, looked up, other chains not shown, the tested form may be a part): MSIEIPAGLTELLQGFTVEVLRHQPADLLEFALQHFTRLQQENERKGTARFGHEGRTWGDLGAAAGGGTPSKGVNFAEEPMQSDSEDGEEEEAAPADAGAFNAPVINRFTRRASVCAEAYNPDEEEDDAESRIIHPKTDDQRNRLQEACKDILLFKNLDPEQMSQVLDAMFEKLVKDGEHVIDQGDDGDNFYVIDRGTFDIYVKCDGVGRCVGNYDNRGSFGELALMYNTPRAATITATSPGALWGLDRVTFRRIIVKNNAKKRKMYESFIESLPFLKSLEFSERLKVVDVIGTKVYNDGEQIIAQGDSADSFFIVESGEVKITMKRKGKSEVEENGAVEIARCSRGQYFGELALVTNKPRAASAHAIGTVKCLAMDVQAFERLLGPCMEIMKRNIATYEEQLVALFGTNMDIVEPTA
# SUMO Mot1 rescue – inhibitors of SUMOylation pathway: yeast Mot1-301 growth rescue. S. cerevisiae Mot1-301 growth rescue, ATP luminescence, 38.5C; percent above DMSO median, 100 means doubled. growth rescue, % at 18.8 µM. 320,000 compounds, 1% hits;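 active means every valid replicate shows activation above 250% relative to neutral control wells; inactive means the rest, any valid replicate at or below 250%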;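 further: OY570 slx delta 5 strain wells were the positive control but not used for scaling; some compounds called inactive have numbers as strong as hits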
# OPRM1-OPRD1 inv – mu-delta opioid heterodimer inverse agonism; AID 504357; cell-based MOR-DOR heterodimer luminescence; 340,000 compounds, 0.21% hits; inhibition, % at 9.3 µM; P35372+P41143; in the data active means inhibition above about 22%, passing the limit was not always enough;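 further: 0% = cells with DMSO and 100% = wells without cells with DMSO; values of inactives mirror those of a sister screen read the other way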
# PKA-R1A act – activates the PKA-R1A holoenzyme complex; PKA-R1A dissociation, Cy5-IP20 fluorescence polarization; scaled: DMSO 0%, 113 µM cGMP 100%; 340,000 compounds, 0.083% hits; activation, % at 11.4 µM; P00514+P68181;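 active means percent activation above the mean of all tested compounds plus 3 SD, cut at about 19% in these data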;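 further: higher means more PKAc released from R1A so a rise in polarization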
# HTR5A inv ag – counter-screen for OPRM1-OPRD1 inverse agonists: human HTR5A inverse agonism; inhibition, % at 9.3 µM; P47898; HTR5A cell line, luminescence; 340,000 compounds, 0.083% hits; in the data active means inhibition mostly above about 23%, no sharp cut-off; inactive means mostly below about 18%;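 further: 0% = cells with DMSO and 100% = no-cell wells with DMSO; some compounds called inactive have numbers as strong as hits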
# Target sequence (P47898 whole entry, looked up): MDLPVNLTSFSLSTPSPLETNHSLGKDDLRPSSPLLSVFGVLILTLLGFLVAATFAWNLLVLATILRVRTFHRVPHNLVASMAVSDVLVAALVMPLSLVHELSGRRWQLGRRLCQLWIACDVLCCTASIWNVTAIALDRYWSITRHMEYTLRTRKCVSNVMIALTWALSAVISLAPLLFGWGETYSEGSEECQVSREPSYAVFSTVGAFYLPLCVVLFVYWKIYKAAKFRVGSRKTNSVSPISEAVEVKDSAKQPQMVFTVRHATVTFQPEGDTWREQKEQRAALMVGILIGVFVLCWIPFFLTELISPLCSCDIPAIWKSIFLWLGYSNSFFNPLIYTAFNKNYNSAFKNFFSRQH
# Tat export inh – inhibitors of E. coli Tat protein transport; E. coli MC4100 TorA-mCherry Tat export, fluorescence; inhibition, % at 10 µM; AID 488895; 340,000 compounds, 0.036% hits;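 active means mean replicate inhibition at least 50% and at least half of replicates individually reaching 50%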;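 further: exported cargo escapes ClpAP degradation while cytoplasmic cargo is degraded and loses fluorescence; 0% = median of neutral control wells and 100% = median of NaSCN control wells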
# MOR-DOR ag – OPRM1-OPRD1 heterodimerization agonism. P35372+P41143. cells, luminescence. activation, % at 9.3 µM. 340,000 compounds, 0.3% hits. AID 504326; in the data active means activation above about 18%;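 further: 0% = vehicle-treated cells and 100% = reference agonist; values of inactives mirror those of a sister screen read the other way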
# * = called active by the depositor; i = inactive; nt = no result given.
SMILES,AddAB inh,E coli growth,PfHsp90 set2,phage Ecoli inh,PKA-R2B activ,SUMO Mot1 rescue,OPRM1-OPRD1 inv,PKA-R1A act,HTR5A inv ag,Tat export inh,MOR-DOR ag
COc1cccc2cc(C(=O)N(Cc3ccccc3)CC3CCCO3)c(=O)oc12 (stereo unspecified),2.7,1.4,nt,3.2,0.6,10.3,12.4,4.7,3.2,-0.3,-2.2
O=C(NCc1ccc(Cl)cc1)c1ccc(CSc2nc3ccncc3[nH]2)cc1,1.5,0.6,3.8,1.4,1.1,-5.0,-9.7,-6.7,-10.6,0.2,1.9
CCCNC(=S)N1CCC(NC(=O)C2CCCCC2)CC1,2.3,0.4,5.7,0.5,-5.0,-7.0,10.7,-3.6,-5.9,-3.0,-2.0
O=c1[nH]nc(SCc2nnc(-c3cccc(Cl)c3)o2)n1C1CCCCC1,2.1,0.2,8.3,-1.2,19.5*,7.6,8.2,-6.5,-1.4,0.3,-1.6
Oc1ccccc1/C=N/Nc1nccnc1Cl,-6.4,-1.4,nt,-1.2,-1.1,41.7,4.5,0.3,-6.7,11.6,-0.8
CC(C)c1ccc(NC(=O)COc2ccccn2)cc1,1.1,1.9,-78.2,0.5,-0.1,-19.9,13.9,-15.6,1.4,11.0,-2.5
CC(C)NCC1CCc2cc(CO)c([N+](=O)[O-])cc2N1 (stereo unspecified),-1.6,1.1,19.1,2.6,7.4,i,8.4,-6.9,-5.9,0.5,-1.5
C=CCSc1nnc(CNC(=O)c2ccc(Cl)cc2)n1CC,4.9,2.6,-7.0,4.2,-4.5,-5.6,10.2,-13.4,-6.5,-9.3,-2.0
COC(=O)Cc1ccc(NC(=S)N2CCN(c3ccc(OC)cc3)CC2)cc1,0.1,-2.3,-13.6,4.1,2.0,6.4,-1.4,-1.5,4.2,3.6,0.3
COc1cc(Cl)c(C)cc1NC(=O)CCCN1C(=O)CCC1=O,0.3,2.7,-11.7,0.8,-9.4,363.1,7.5,-2.9,5.9,-4.5,-1.4
COc1ccc(C(=O)C[n+]2ccccc2C)cc1,1.1,-0.2,17.4,2.2,2.6,-7.8,5.0,-6.5,-12.8,2.8,-0.9
COc1ccc(C2NCCn3cccc32)cc1 (stereo unspecified),-0.6,0.6,5.4,1.4,0.8,-6.6,10.9,-7.5,-29.3,-5.4,-1.8
CN(CCC#N)C(=O)COC(=O)c1c2c(nc3ccccc13)/C(=C/c1ccco1)CC2,3.5,-2.3,-37.1,1.2,3.1,-11.8,3.0,-5.3,7.6,10.6,-0.6
[O-]C1=N[N+](=C(c2ccccc2)c2ccccc2)C1,nt,nt,-28.5,1.7,-9.6,nt,12.0,-2.4,-2.9,-12.6,-2.2
COc1ccc(C(=O)C2CCCN(Cc3cccn3-c3nccs3)C2)cc1F (stereo unspecified),-1.6,-0.7,-42.2,-1.0,-4.9,520.6,10.4,-8.0,4.8,-3.5,-2.0
O=C(CC1C(=O)NCCN1Cc1c(F)cccc1Cl)NCCCn1ccnc1 (stereo unspecified),-2.8,-2.3,-1.5,3.4,-1.7,-13.4,18.0,3.9,7.9,3.1,-3.9
C/C(=C\C(=O)c1ccccc1)Nc1ccc2c(c1)OCO2,5.9,1.0,38.8,4.5,12.4,0.3,-2.5,-5.1,8.1,-6.5,0.4
CC1CCN(C(=O)COC(=O)C2CCN(S(=O)(=O)c3c(Cl)cccc3Cl)CC2)CC1,nt,nt,nt,2.2,8.2,nt,-16.9,3.9,-2.8,15.2,2.6
CC1CCN(C(=O)CN2C(=O)C(=O)N(C)C2=O)c2ccccc2S1 (stereo unspecified),0.9,0.7,-9.7,3.5,-13.2,8.6,8.2,-7.8,1.7,-1.3,-2.1
COc1ccccc1/C=C1/C(=O)N(c2ccc([N+](=O)[O-])cc2)N=C1C,1.5,1.6,-5.7,3.0,-5.0,29.5,17.2,4.7,6.2,-12.7,-3.5
COc1ccc(CNC(=O)CSc2ncnc3ccccc23)cc1OC,-1.9,0.7,-3.1,2.8,-4.6,-11.2,1.5,-9.8,-2.0,1.5,-0.3
CCCN(CC(=O)Nc1ccc(F)c(F)c1F)C(=O)Cc1ccc(S(=O)(=O)N2CCOCC2)s1,0.3,-1.1,1.8,0.9,9.3,-1.9,14.7,4.3,-3.9,0.0,-3.8
Cc1c(N2C(=O)C(C)SC23C(=O)Nc2ccccc23)c(=O)n(-c2ccccc2)n1C (stereo unspecified),2.8,-0.5,-11.6,4.0,3.3,3.4,15.5,-8.8,-1.5,-8.5,-2.9
Cn1c(N)c(C#N)c(C#N)c1-c1ccccc1,2.5,0.7,-6.5,2.1,-1.8,-2.2,4.9,14.4,5.3,-2.1,-1.1
CSc1ncccc1C(=O)N(C)CC(=O)Nc1cccc(F)c1,2.8,-0.9,17.8,3.1,8.4,-20.1,10.2,5.9,-11.3,0.9,-1.9
COc1ccc(-c2csc3ncnc(N4CCN(S(=O)(=O)c5ccc(C)cc5)CC4)c23)cc1,-3.4,0.8,-12.9,2.5,-6.4,-7.7,5.6,5.2,6.2,1.4,-1.0
Cc1ccc(OCC(=O)N(Cc2ccccc2)c2ccccn2)cc1,-0.9,-0.5,-12.0,2.7,-0.4,-20.0,11.9,-10.1,-13.4,-6.1,-2.4
O=C(COc1cccc(-n2cnnn2)c1)Nc1ccc([N+](=O)[O-])cc1,0.8,-0.4,-3.6,1.5,20.2*,2.6,9.7,3.5,-3.3,-4.3,-1.5
O=C(CNC(=O)c1ccccc1)NCC(=O)OCc1ccccc1Cl,2.6,-2.4,18.3,2.5,nt,14.7,nt,nt,nt,-3.9,nt
CC[C@H](C)[C@H](NC(N)=O)C(=O)NNC(=O)c1ccc(COc2cccc3cccnc23)cc1,3.7,0.8,-32.0,3.0,-11.7,i,-2.5,4.9,-6.6,1.7,0.3
COc1cc(C(=O)N=c2sc3c(C)ccc(OC)c3n2C)cc(OC)c1OC,-0.1,-1.8,-26.7,-1.7,-2.8,-0.2,7.4,-1.4,-11.2,-18.6,-1.4
Cc1cccc(N2CCN(C(=O)CN3C(=O)NC4(CCCCCC4)C3=O)CC2)c1C,nt,nt,-45.1,1.6,-11.9,nt,8.4,-7.8,-7.3,-7.4,-1.3
CN(C[C@@H](CC1CCCCC1)N(C[C@H](Cc1ccccc1)N(CCc1ccccc1)N=O)N=O)N=O,2.2,-0.7,-16.4,0.4,-5.0,-8.1,17.3,-3.0,-13.4,-6.4,-3.0
CCCCc1ccc(C2C3=C(CC(C)(C)CC3=O)NC3=C2C(=O)c2ccccc23)cc1 (stereo unspecified),0.6,-0.3,0.4,3.7,-1.6,7.4,6.1,-0.3,-0.3,1.3,-1.1
O=C(Nc1ccc(F)cc1)c1cc2cc(Cl)ccc2[nH]1,1.1,1.0,2.9,2.2,13.8,-9.5,-20.7,-0.4,-28.5,4.3,3.6
O=C1OC[C@@H]2CCCN2C(=O)[C@H](CC(=O)N(CCO)Cc2ccccc2)C/C=C\CC[C@H]1Cc1ccc(F)cc1,-1.7,-1.6,12.5,1.9,-14.0,5.7,4.1,-9.9,-3.8,6.7,-0.7
N#Cc1cccc(NC(=O)Cn2cnc(S(=O)(=O)N3CCOCC3)c2)c1,2.3,0.0,20.1,nt,-5.1,-3.8,7.4,4.1,1.9,1.2,-1.4
CN1CCN(NC(=O)Nc2ccc([N+](=O)[O-])cc2)CC1,0.2,2.6,22.1,5.2,10.1,-17.9,0.4,6.0,-6.8,9.1,-0.1
O=S(=O)(NCc1cccnc1)c1ccc2c(c1)OCCO2,0.3,-0.2,-10.0,1.7,-10.1,40.4,17.2,-6.7,13.2,-6.0,-3.1
O=C(Nc1ccc(S(=O)(=O)NCc2ccco2)cc1)C1CCCCC1,2.6,2.8,14.9,2.0,-0.9,-12.6,9.3,2.1,11.9,9.1,-1.8
Cc1ccc(OCC(=O)N(Cc2cccs2)C2CCS(=O)(=O)C2)cc1 (stereo unspecified),1.9,2.8,0.7,1.6,5.5,-5.9,8.7,4.7,-5.7,4.7,-1.7
CCS(=O)(=O)N1CCN(C(=O)CC(C)C)CC1,0.7,-1.6,14.7,2.6,-20.2,-8.4,-3.2,1.2,17.3,1.2,0.6
Cc1ccc2nc(-c3ccc(F)cc3)nc(SCC(=O)NCC3CCCO3)c2c1 (stereo unspecified),2.7,3.1,7.8,1.1,9.1,-0.3,6.8,-2.1,-0.8,0.7,-1.1
COC(=O)/C=C1/C(=O)N/C(=N\c2nc(C)cc(C)n2)N1c1ccc(OC)cc1,4.6,-0.9,-4.9,3.1,3.9,-19.9,11.5,-0.5,1.7,-0.7,-1.8
CN1CCN(CCCNC(=O)c2nnc(Cc3c(F)cccc3Cl)o2)CC1,0.3,0.3,-13.2,3.6,-7.8,-6.0,9.7,-2.7,6.8,24.4,-1.8
COC1=CC(=O)C=C(OC)C1(O)CC(C)=O,nt,nt,4.5,1.4,9.0,nt,4.3,-13.7,7.2,-9.5,-0.8
O=C(NCc1ccco1)C1(S(=O)(=O)c2ccccc2)CC=CC1,-2.7,-0.8,1.2,2.5,-0.5,-21.8,12.6,0.0,-10.3,-3.3,-2.2
O=C(Cc1cccs1)Nc1ccccc1,nt,nt,-31.1,0.2,8.2,-21.4,12.7,11.0,11.6,1.8,-2.7
COCCCNCCOCCOc1ccc(C)cc1Br,-1.7,-0.7,5.3,2.3,-8.7,159.5,4.2,-6.0,-5.5,-3.4,-0.8
NS(=O)(=O)c1cc(C(=O)OCC(=O)NNC(=O)c2ccccc2)ccc1Cl,0.3,0.2,nt,0.5,-9.1,8.3,5.1,-1.7,6.1,-3.9,-0.8
COc1ccc(CNc2ccc3c(c2)nc(C)n3C)cc1OC,-1.6,13.3*,5.6,-0.5,8.0,4.9,13.5,0.6,-10.2,-1.8,-2.9
Oc1ccc(-c2nc(-c3ccc(O)c(O)c3)cs2)cc1,3.9,0.3,-36.2,4.5,0.6,70.1,4.1,-6.8,12.6,7.1,-0.8
O=[N+]([O-])c1ccc(N(CC2CO2)S(=O)(=O)c2ccccc2)cc1 (stereo unspecified),3.7,0.9,-10.1,-2.6,-6.3,-21.0,7.5,-2.5,-23.3,-0.2,-1.4
O=C(NNS(=O)(=O)c1ccccc1[N+](=O)[O-])c1ccccc1[N+](=O)[O-],1.0,-0.3,17.9,5.0,-15.3,9.9,7.7,1.1,3.1,1.6,-1.4
Cc1[nH]n(-c2cccc(Cl)c2)c(=O)c1C=NC12CN3CN(CN(C3)C1)C2,0.6,0.2,-7.5,2.9,-9.7,69.6,11.8,8.0,6.2,-6.9,-2.6
